# Bcl-xL primary: Bcl-xL (human) inhibition; Q07817; GST-Bcl-xL / FITC-Bim BH3 peptide fluorescence polarization; inhibition, % at 10.9 µM; 0.7% of 320,000 active;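 active means inhibition above the mean of all tested compounds plus 3 SD, cutoff set per campaign, cut at about 30% in these data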;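 further: 0% = DMSO wells and 100% = unlabeled Bim-BH3 peptide competitor; inhibitors lower millipolarization by displacing the labeled peptide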
# MEX-5 binding: C. elegans MEX-5 TCR-2 RNA binding activity; MEX-5/FITC-TCR2 RNA binding, fluorescence polarization; stronger effect = lower value; 0.38% of 300,000 active; Q9XUB2; activity score (negative = inhibition of binding), % at 10 µM;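 active means inhibition past about -25% in most replicates, and total fluorescence under double the plate's negative control median, limit read from the data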;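 further: 0% = DMSO and -100% = 5 µM competing unlabeled TCR2 RNA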
# Fam108B counter: counter-screen for RBBP9 inhibitors: inhibitors of mouse Fam108B | recombinant Fam108B, FP-Rh probe fluorescence polarization | inhibition, % at 9.51 µM | 0.33% of 300,000 active;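 active means inhibition above the screen mean inhibition plus 3 SD, computed separately per campaign, cut at about 18% in these data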;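 further: inhibitors lower polarization as less probe binds the enzyme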
# VLA-4 inh: inhibition in a human VLA-4 binding assay; VLA-4 expressing cells, ligand binding flow cytometry; P13612; 0.2% of 330,000 active; inhibition, % (about 7 µM as worked out from the volumes in the protocol); in the data active means inhibition above about 50%
# Target sequence (P13612 whole entry, looked up): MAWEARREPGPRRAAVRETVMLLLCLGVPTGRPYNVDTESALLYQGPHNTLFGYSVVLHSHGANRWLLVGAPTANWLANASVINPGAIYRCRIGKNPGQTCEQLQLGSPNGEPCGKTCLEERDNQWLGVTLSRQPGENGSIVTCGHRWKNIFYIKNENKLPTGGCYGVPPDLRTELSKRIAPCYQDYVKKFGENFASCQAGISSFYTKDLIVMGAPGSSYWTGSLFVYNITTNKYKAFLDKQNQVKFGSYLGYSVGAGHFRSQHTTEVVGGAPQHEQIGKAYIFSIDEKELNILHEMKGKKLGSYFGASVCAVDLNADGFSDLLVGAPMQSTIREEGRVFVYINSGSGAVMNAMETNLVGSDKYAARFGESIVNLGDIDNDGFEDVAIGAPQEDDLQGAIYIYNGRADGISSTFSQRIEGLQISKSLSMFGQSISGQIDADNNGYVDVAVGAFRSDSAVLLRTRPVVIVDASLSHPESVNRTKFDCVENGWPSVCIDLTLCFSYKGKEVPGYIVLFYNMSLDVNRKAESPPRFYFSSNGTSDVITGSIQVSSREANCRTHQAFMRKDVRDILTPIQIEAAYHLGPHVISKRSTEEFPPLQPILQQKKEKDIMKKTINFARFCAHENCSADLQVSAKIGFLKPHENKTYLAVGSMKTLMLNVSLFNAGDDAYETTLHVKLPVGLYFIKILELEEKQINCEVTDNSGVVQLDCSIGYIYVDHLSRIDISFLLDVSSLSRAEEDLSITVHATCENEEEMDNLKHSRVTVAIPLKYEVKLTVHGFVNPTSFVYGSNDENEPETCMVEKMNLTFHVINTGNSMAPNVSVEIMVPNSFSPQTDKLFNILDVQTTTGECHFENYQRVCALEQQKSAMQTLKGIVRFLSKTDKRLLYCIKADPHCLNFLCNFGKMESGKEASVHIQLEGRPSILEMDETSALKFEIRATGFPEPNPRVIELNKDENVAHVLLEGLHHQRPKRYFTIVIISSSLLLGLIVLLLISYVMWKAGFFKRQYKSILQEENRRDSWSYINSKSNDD
# AGP1 TOR yeast: alters AGP1-GFP fluorescence in TOR pathway yeast screen; S. cerevisiae AGP1-GFP multiplex flow cytometry, 3 h; GFP as percent of DMSO wells; GFP response vs DMSO, % at 10 µM; 0.02% of 320,000 active; AID 2066;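 active means GFP response relative to DMSO above a set limit, near screen average plus 3 SD, cut at about 150% in these data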;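 further: median GFP channel fluorescence of the gated AGP1 strain per well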
# MCL1-BIM inh: MCL1-BIM-BH3 interaction inhibition (human); GST-MCL1 / FITC-Bim-BH3 fluorescence polarization; 0.68% of 320,000 active; inhibition, % at 10.9 µM; Q07820;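 active means inhibition above the mean inhibition of all tested compounds plus 3 SD, set per campaign, cut at about 40% in these data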;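 further: 0% = DMSO wells and 100% = unlabeled Bim-BH3 peptide control; higher means more loss of mP so more displacement of Bim peptide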
# GRK2 inh: human GRK2 inhibition via aptamer displacement; P25098; bead flow cytometry, FAM-aptamer displacement from GRK2; inhibition of aptamer binding, % at 10 µM; 0.59% of 330,000 active; AID 488847;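 active means inhibition of aptamer binding above 40%, roughly 3 SD of noise, on plates passing a quality check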;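 further: median bead fluorescence of bound FAM aptamer so fluorescent compounds give negative values; no value below 0 was filed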
# CIT2-GFP yeast: alters CIT2-GFP fluorescence in TOR pathway yeast screen | S. cerevisiae CIT2-GFP strain, flow cytometry, 3 h; 100 means same as DMSO wells | 0.065% of 320,000 active | GFP response vs DMSO, % at 10 µM;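 active means GFP response relative to DMSO above a set limit, near the screen mean plus 3 SD, cut at about 150% in these data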;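 further: ratio of well median GFP fluorescence to mean of DMSO wells on the plate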
# GLD-1 RNA inh: GLD-1-TGE RNA interaction inhibition (C. elegans) | Q17339 | purified GLD-1 + fluorescein TGE RNA, fluorescence polarization | inhibition, % at 5.96 µM | 0.44% of 320,000 active;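 active means percent inhibition above a per-plate cutoff, the plate mean of test compounds plus 3 SD, cut at about 30% in these data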;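 further: 0% = DMSO wells with GLD-1 and probe and 100% = wells lacking GLD-1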
# Active calls of the source: *; / = no result given.
(1) Cc1c(NC(=O)Cc2ccccc2)cccc1C(=O)NN1C(=O)c2ccccc2C1=O
(2) O=C(Cn1cccc1C(=O)c1ccccc1)NCc1cccnc1
(3) CN(CC(=O)OCC(=O)NCc1ccccc1)S(=O)(=O)c1ccc(F)cc1
(4) O=C(Nc1ccc(N2CCOCC2)c(S(=O)(=O)Nc2ccccc2Cl)c1)c1ccc(F)cc1
(5) CSCCC(NC(=O)c1cccc([N+](=O)[O-])c1)C(=O)O (centres undefined)
(6) NC(=O)CSc1nnc(COc2ccccc2)n1Cc1ccco1
(7) CC(=O)Nc1ccc(SCC(=O)N(C)C2CCS(=O)(=O)C2)cc1 (centres undefined)
(8) COc1ccc2nc(NC(=O)CS(=O)(=O)Cc3ccccc3)sc2c1
entry no.	1	2	3	4	5	6	7	8
Bcl-xL primary	1	2	-5	/	3	7	2	2
MEX-5 binding	1.7	-0.5	/	/	-0.8	1.4	-0.2	-0.7
Fam108B counter	4	-1	/	/	7	5	-4	3
VLA-4 inh	9	7	9	6	25	22	13	4
AGP1 TOR yeast	107	109	108	99	106	92	106	92
MCL1-BIM inh	-5	6	-8	/	9	10	-5	-2
GRK2 inh	3	3	0	0	1	0	0	15
CIT2-GFP yeast	107	106	98	101	104	93	95	88
GLD-1 RNA inh	3	4	7	0	8	-1	6	-2

(9) Cc1cccc(-n2ncc3c(N4CCC5(CC4)OCCO5)ncnc32)c1
(10) Clc1ccc(C2CSc3c4ncnc-4ncn32)cc1 (centres undefined)
(11) CCCCSc1nc(NCc2ccco2)c2c3c(sc2n1)COC(C)(C)C3
(12) O=C(O)CCC(CNS(=O)(=O)c1ccccc1)C(F)(F)F (centres undefined)
(13) CC(=O)c1ccc(OCC(O)CN2CCN(CCN3C(=O)c4cccc5cccc(c45)C3=O)CC2)cc1 (centres undefined)
(14) O=Cc1ccc2c(c1)CCN2Cc1ccccc1
(15) Cc1ccc(S(=O)(=O)n2ccc3c(OCCOCCNCc4ccc(F)cc4)cccc32)cc1
(16) N#Cc1ccc(-c2csc(NNC(=O)c3ccccc3)n2)cc1
entry no.	9	10	11	12	13	14	15	16
Bcl-xL primary	1	2	6	2	9	5	4	-3
MEX-5 binding	-0.2	1.3	0.0	-1.8	-6.9	-1.3	6.1	2.6
Fam108B counter	-1	0	-4	5	1	2	-3	-3
VLA-4 inh	3	-3	5	7	7	-5	11	17
AGP1 TOR yeast	101	107	88	111	100	100	102	101
MCL1-BIM inh	-3	5	1	4	10	-1	5	-2
GRK2 inh	0	1	0	3	2	2	0	0
CIT2-GFP yeast	92	102	/	112	101	94	101	92
GLD-1 RNA inh	2	4	2	-4	-1	-2	6	4

(17) CC1(C)NC(=O)N(CCCCOc2ccc(Cl)cc2)C1=O
(18) O=C(NCCNS(=O)(=O)c1ccccc1Cl)c1cc(OCC(F)(F)F)ccc1OCC(F)(F)F
(19) COC(=O)C1=C(C)N(Cc2ccccc2)C(=NCC(C)C)N[C@H]1c1cccc(C(F)(F)F)c1
(20) Cc1nnc(SCC(=O)Nc2cc(Cl)ccc2Cl)n1CC1CCCO1 (centres undefined)
(21) CCCn1c(SCC(=O)Nc2ccc(Cl)cc2F)nc(O)cc1=O
(22) COc1cccc(N(C(=O)Cn2nnc(-c3ccc(C)o3)n2)C(C(=O)NC2CCCC2)c2ccncc2)c1 (centres undefined)
(23) O=C(NCc1ccncc1)c1cccc(Cn2cc(Br)cn2)c1
(24) CCc1c(O)cc2n(c1=O)-c1ccc(Cl)cc1C2(C)C
entry no.	17	18	19	20	21	22	23	24
Bcl-xL primary	-4	11	/	3	/	-1	2	9
MEX-5 binding	2.7	1.6	/	1.3	/	-2.7	/	-3.9
Fam108B counter	-3	1	/	-2	/	-1	-1	1
VLA-4 inh	4	-3	26	10	6	11	16	-59
AGP1 TOR yeast	94	/	94	96	100	105	109	102
MCL1-BIM inh	-8	15	/	-3	/	-4	6	8
GRK2 inh	70*	1	0	1	1	0	0	0
CIT2-GFP yeast	103	102	89	93	99	103	104	91
GLD-1 RNA inh	3	-1	3	1	4	1	4	4

(25) O=C(c1ccccc1Cl)N1CCC(n2cccc2)CC1
(26) COCCn1c(SCC(=O)Nc2ccccc2OC)nc2ccccc2c1=O
(27) COc1cccc(OCc2cc(C(=O)N(C)CCOc3ccc(C)cc3)no2)c1
(28) CCNC(=O)CC1SC(=Nc2ccc(C)cc2)N(CC)C1=O (centres undefined)
(29) CCCN(CCC)CCNC(=O)C1CCCN(S(=O)(=O)c2ccc3c(c2)oc(=O)n3C)C1 (centres undefined)
(30) CCN(CC)S(=O)(=O)c1ccc2[nH]c(=O)cc(C(=O)Nc3cccc(C(C)=O)c3)c2c1
(31) COC(=O)C1=C(C)NC2=C(C(=O)c3ccccc32)C1c1ccc(-c2ccc(C(=O)O)cc2)o1 (centres undefined)
(32) CCn1cc(S(=O)(=O)CC(=O)Nc2ccc3c(c2)OCO3)c2ccccc21
entry no.	25	26	27	28	29	30	31	32
Bcl-xL primary	7	4	6	5	3	-12	18	5
MEX-5 binding	-1.4	-0.2	-3.5	-1.7	/	-1.1	-7.1	-3.2
Fam108B counter	0	-3	-4	-2	4	1	5	-1
VLA-4 inh	5	2	-8	5	13	-4	-16	17
AGP1 TOR yeast	108	100	106	97	106	98	94	97
MCL1-BIM inh	-1	-4	6	5	8	2	11	9
GRK2 inh	1	17	1	0	2	4	2	1
CIT2-GFP yeast	103	98	116	91	105	94	88	97
GLD-1 RNA inh	5	-1	13	3	-2	3	3	4

(33) CCOC(=O)C1CCCN(CC(=O)Nc2cc(C)cc(C)c2)C1 (centres undefined)
(34) O=C1CCCC(c2ccccc2)N1 (centres undefined)
(35) COC(=O)c1c(-c2ccccc2)csc1NC(=O)C1CC=CCC1C(=O)O (centres undefined)
(36) Cc1cccc(N(CC(=O)NC2CCCC2)C(=O)CNC(=O)c2ccco2)c1C
(37) CCN(CC)S(=O)(=O)c1cc(NS(=O)(=O)c2ccc(Cl)c(C(=O)O)c2)ccc1C
(38) CN1CCN(/C(=N\O)c2nonc2N)CC1
(39) Cc1cccc(OCCCC(=O)O)c1
(40) NC(Cc1c[nH]c2ccc(OCc3ccccc3)cc12)C(=O)O (centres undefined)
entry no.	33	34	35	36	37	38	39	40
Bcl-xL primary	-13	0	0	3	2	1	4	6
MEX-5 binding	-2.8	0.9	0.9	1.5	-2.7	-2.8	/	0.8
Fam108B counter	6	1	3	4	1	5	14	2
VLA-4 inh	4	-7	6	7	-1	6	9	-15
AGP1 TOR yeast	110	100	96	101	107	/	91	103
MCL1-BIM inh	-18	-2	-3	-7	6	5	2	-4
GRK2 inh	1	4	4	3	4	2	2	0
CIT2-GFP yeast	113	111	90	104	99	93	95	101
GLD-1 RNA inh	9	-5	-3	0	4	10	2	-8

(41) CCS(=O)(=O)N1CCC(C(=O)NCCc2ccc(C)cc2)CC1
(42) COC(=O)c1ccc(NC(=O)C2CCCN2S(=O)(=O)c2ccc(F)cc2)cc1 (centres undefined)
(43) O=C(Nc1ccc(-c2cccc(F)c2)cc1)C1CCCN(Cc2ccccn2)C1 (centres undefined)
(44) COc1ccc(CCN(Cc2cccs2)S(=O)(=O)c2ccc(S(=O)(=O)N3CCCCCC3)cc2)cc1OC
(45) COc1ccc(OCC(=O)Nc2ccccc2N2CCN(C)CC2)cc1
(46) COc1cc(Br)ccc1NC(=O)c1ccccc1-c1ccccc1C(=O)O
(47) Cc1occc1-c1nnc(SCC(=O)Nc2ccc(F)cc2)n1C
(48) COCCN(C(=O)CCC(=O)Nc1cccnc1)C(C(=O)NC1CCCCC1)c1ccccc1 (centres undefined)
entry no.	41	42	43	44	45	46	47	48
Bcl-xL primary	-1	6	2	-1	3	1	-7	5
MEX-5 binding	0.7	0.1	-3.0	1.2	-0.5	4.0	-0.7	1.8
Fam108B counter	-1	-1	-4	-1	0	0	-1	-1
VLA-4 inh	-1	3	-1	-5	-13	0	7	-10
AGP1 TOR yeast	102	101	95	/	101	88	103	83
MCL1-BIM inh	-3	-3	8	2	-7	4	-22	-1
GRK2 inh	0	1	0	2	0	0	1	2
CIT2-GFP yeast	100	96	105	/	108	88	108	108
GLD-1 RNA inh	1	-1	0	2	7	5	14	8

# Continued; the last 2 above are carried over.
(47) Cc1occc1-c1nnc(SCC(=O)Nc2ccc(F)cc2)n1C
(48) COCCN(C(=O)CCC(=O)Nc1cccnc1)C(C(=O)NC1CCCCC1)c1ccccc1 (centres undefined)
(49) COc1ccc(CNC(=O)/C=C/c2cc3c(cc2Br)OCO3)cc1
(50) O=C(CN1C(=O)c2ccccc2C1=O)Nc1ccccc1F
(51) CN(Cc1ccccc1)C(=O)COC(=O)CCN1C(=O)C2CC=CCC2C1=O (centres undefined)
(52) Cc1cccc2cc(COC(=O)c3cccnc3)c(=O)[nH]c12
(53) Cc1cccc2cc(C(c3nnnn3CC3CCCO3)N3CCCc4ccccc43)c(=O)[nH]c12 (centres undefined)
(54) O=C1c2ccccc2C(=O)N1c1ccc(S(=O)(=O)N2CCN(c3ccccc3)CC2)cc1
(55) CCN(CC(=O)Nc1c(F)cccc1F)C(=O)c1cc(-c2cccs2)nn1-c1ccccc1
(56) Cc1cccc(/C=C2/SC(=O)N(Cc3ccccc3)C2=O)n1
entry no.	47	48	49	50	51	52	53	54	55	56
Bcl-xL primary	-7	5	5	6	-4	-12	3	0	1	6
MEX-5 binding	-0.7	1.8	-1.9	-0.2	/	1.0	-0.1	-3.0	-0.7	1.4
Fam108B counter	-1	-1	6	-1	/	-3	1	3	1	-7
VLA-4 inh	7	-10	1	8	1	27	-4	4	6	10
AGP1 TOR yeast	103	83	110	103	100	/	99	104	108	106
MCL1-BIM inh	-22	-1	7	0	-15	-23	2	-7	-4	-1
GRK2 inh	1	2	2	2	0	4	1	0	3	0
CIT2-GFP yeast	108	108	117	106	96	106	94	104	94	105
GLD-1 RNA inh	14	8	19	-1	4	1	-5	-3	2	4

(57) O=C(CCCn1cc([N+](=O)[O-])cn1)N1CCCCC1
(58) O=C(N/N=C/c1cccc(F)c1)c1c(O)c2ccccc2[nH]c1=O
(59) COc1ccccc1NS(=O)(=O)c1ccc2c(c1)NC(=O)CC(=O)N2
(60) CCCn1c(CNC(=O)c2cccs2)nc2ccccc21
(61) CCOc1ccc(OCC)c(NC(=O)CSCC(=O)O)c1
(62) COc1cc(OC)cc(C(=O)OCC(=O)Nc2cccc(S(=O)(=O)NC3=NCCCCC3)c2)c1
(63) O=C(NC1(C(F)(F)F)N=C2SCCN2C1=O)c1ccccc1F (centres undefined)
entry no.	57	58	59	60	61	62	63
Bcl-xL primary	4	-2	0	8	3	/	-1
MEX-5 binding	2.0	1.4	-1.1	0.1	2.2	/	-1.6
Fam108B counter	5	-2	6	1	4	/	-3
VLA-4 inh	13	29	-3	-32	9	-2	8
AGP1 TOR yeast	98	100	108	101	102	101	101
MCL1-BIM inh	6	-5	1	1	7	/	5
GRK2 inh	0	70*	4	2	0	0	1
CIT2-GFP yeast	95	85	109	107	96	110	91
GLD-1 RNA inh	0	-1	-1	1	4	6	6

# As entered above:
# GLD-1 RNA inh, CCOc1ccc(OCC)c(NC(=O)CSCC(=O)O)c1 = 4
# VLA-4 inh, O=C(N/N=C/c1cccc(F)c1)c1c(O)c2ccccc2[nH]c1=O = 29
# VLA-4 inh, O=C(NC1(C(F)(F)F)N=C2SCCN2C1=O)c1ccccc1F (centres undefined) = 8
# AGP1 TOR yeast, COc1cc(OC)cc(C(=O)OCC(=O)Nc2cccc(S(=O)(=O)NC3=NCCCCC3)c2)c1 = 101
# MCL1-BIM inh, COc1ccccc1NS(=O)(=O)c1ccc2c(c1)NC(=O)CC(=O)N2 = 1
# Fam108B counter, CCCn1c(CNC(=O)c2cccs2)nc2ccccc21 = 1

# Compound activity: PubChem, several laboratories
